From PubChem
NCOA2 inhibitor: human SRC2 (NCOA2) inhibition | hit rate 0.17% among 370,000 | Q15596 | AID 651957 | HEK293 GAL4-SRC2 luciferase reporter, luminescence | inhibition, % at 9 µM;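 active means inhibition above the mean inhibition of all tested compounds plus 3 SD, set per campaign, cut at about 52% in these data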;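 further: 0% = DMSO treated cells and 100% = cells given Gossypol at 36 µM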
NR5A2 inv ag: suppresses constitutive activity of human LRH-1. inhibition, % at 3.6 µM. hit rate 0.13% among 360,000. HEK293T StAR-luciferase reporter, LRH-1 transfected, 24 h. AID 602396;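 active means inhibition above the mean inhibition of all tested compounds plus 3 SD, cut at about 73% in these data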;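 further: 0% = DMSO wells and 100% = reporter-only cells lacking LRH-1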
Target sequence (O00482 whole entry, looked up): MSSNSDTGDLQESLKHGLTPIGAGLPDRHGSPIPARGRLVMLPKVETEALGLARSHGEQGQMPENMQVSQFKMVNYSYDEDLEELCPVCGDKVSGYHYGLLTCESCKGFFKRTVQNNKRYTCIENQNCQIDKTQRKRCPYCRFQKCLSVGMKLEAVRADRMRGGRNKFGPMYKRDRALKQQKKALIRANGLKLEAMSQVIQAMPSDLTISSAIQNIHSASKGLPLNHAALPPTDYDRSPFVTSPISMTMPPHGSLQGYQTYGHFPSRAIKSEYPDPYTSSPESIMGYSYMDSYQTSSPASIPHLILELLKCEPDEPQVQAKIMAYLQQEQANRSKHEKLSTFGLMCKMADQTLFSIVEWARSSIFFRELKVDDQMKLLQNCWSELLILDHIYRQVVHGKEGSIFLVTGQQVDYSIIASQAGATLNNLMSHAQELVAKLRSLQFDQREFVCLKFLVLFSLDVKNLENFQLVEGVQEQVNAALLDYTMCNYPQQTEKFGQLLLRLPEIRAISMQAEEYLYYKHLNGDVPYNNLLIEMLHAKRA
CF NFkB inh: cystic fibrosis NF-kB activation inhibition; KKLEB NF-kB-GFP reporter, PAF-induced, GFP fluorescence overnight; inhibition, % at 5 µM; hit rate 0.86% among 360,000; AID 588850;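 active means at least 50% inhibition at 5 µM, scaled per plate between neutral and stimulator controls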;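 further: PAF is a Pseudomonas aeruginosa culture filtrate used as stimulus; plate controls were PAF-stimulated DMSO wells for no effect and unstimulated DMSO wells for full effect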
TROY signal inh: blocks TROY-dependent signaling in reporter cells. Q293 LMP1-TROYcd NF-kB luciferase reporter, 4 h. inhibition, % at 10 µM. hit rate 0.98% among 360,000;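 active means compounds whose plate-normalised and pattern-corrected inhibition of the luciferase reporter signal at the single screening dose is 50% or more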
TRAIL sens C8: caspase-8 TRAIL sensitization | NB7+C8 cells + TRAIL, ATPlite viability luminescence | inhibition (viability loss, TRAIL sensitization), % at 10 µM | hit rate 1% among 360,000 | AID 624354;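 active means compounds causing at least 50% loss of cell viability in the single-dose screen, relative to plate controls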
SRC1 inh: human NCOA1 inhibition. inhibition, % at 3.6 µM. HEK293 GAL4-SRC1 luciferase reporter, luminescence. Q15788. AID 588354. hit rate 0.12% among 360,000;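 active means inhibition above the campaign mean plus 3 SD, with each screening campaign given its own cutoff, cut at about 60% in these data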;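 further: 0% = DMSO treated cells and 100% = gossypol at 36 µM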
LMP1 NFkB inh: Epstein-Barr LMP1 NF-kappaB reporter inhibition | LMP1-induced NF-kappaB luciferase reporter cells, luminescence | inhibition, % at 12.5 µM | hit rate 0.69% among 350,000; in the data active means inhibition above about 41%; inconclusive means no clear call, values can overlap the other calls;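 further: 0% = neutral control wells and 100% = reference inhibitor control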
COUP-TFII inh: inhibitors of human COUP-TFII (NR2F2); P24468; HEK293T NGFI-A luciferase reporter, luminescence; inhibition, % at 8.6 µM; hit rate 0.7% among 370,000; AID 686940;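 active means inhibition above a per-plate cutoff, mean inhibition of test wells between control levels plus 3 SD, cut at about 38% in these data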;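 further: cells cotransfected with COUP-TFII expression vector driving the NGFI-A reporter; 0% = median of COUP-TF2 test wells and 100% = reporter-only cells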
Target sequence (P24468 whole entry, looked up): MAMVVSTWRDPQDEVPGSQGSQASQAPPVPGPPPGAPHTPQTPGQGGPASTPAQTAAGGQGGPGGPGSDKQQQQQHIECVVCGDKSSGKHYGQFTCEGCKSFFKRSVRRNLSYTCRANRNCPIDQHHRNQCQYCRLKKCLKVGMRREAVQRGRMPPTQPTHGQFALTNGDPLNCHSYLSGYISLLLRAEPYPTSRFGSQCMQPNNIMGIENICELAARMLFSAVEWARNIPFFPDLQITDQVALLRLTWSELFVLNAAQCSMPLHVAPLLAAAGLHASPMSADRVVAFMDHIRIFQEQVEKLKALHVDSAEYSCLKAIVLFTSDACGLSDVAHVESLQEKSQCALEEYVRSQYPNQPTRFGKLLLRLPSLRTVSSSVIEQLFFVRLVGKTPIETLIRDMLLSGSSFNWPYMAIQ
TWEAK Fn14 block: TWEAK-Fn14 signaling inhibition; TWEAK-stimulated Fn14 reporter cells, luciferase luminescence, 8 h; inhibition, % at 10 µM; hit rate 2% among 360,000; in the data active means inhibition above about 50%
KKLEB tox: CF airway cell cytotoxicity counter-screen; activity change (cytotoxicity), % at 5 µM; hit rate 0.36% among 360,000; KKLEB CF airway cells viability, ATPlite luminescence, overnight; stronger effect = lower value; cells stimulated with P. aeruginosa culture filtrate;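 active means corrected activity change at or below -50% at 5 µM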
NCOA3 inh: inhibitors of human steroid receptor coactivator 3 (SRC3); HEK293 GAL4-SRC3 luciferase reporter, luminescence; inhibition, % at 3.6 µM; hit rate 0.17% among 360,000; Q9Y6Q9;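 active means inhibition above a per-campaign cutoff, the mean of all compounds plus 3 SD, cut at about 60% in these data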;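 further: 0% = DMSO-treated cells and 100% = gossypol-treated cells at 36 µM; higher means less SRC3-driven luciferase light from the GAL4 reporter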
* marks the source's active call; other numbers are inactive results; ? = inconclusive; . = not tested or not shown.

SMILES	NCOA2 inhibitor	NR5A2 inv ag	CF NFkB inh	TROY signal inh	TRAIL sens C8	SRC1 inh	LMP1 NFkB inh	COUP-TFII inh	TWEAK Fn14 block	KKLEB tox	NCOA3 inh
O=C(O)c1ccc(NS(=O)(=O)c2cc(Cl)ccc2Cl)cc1O	5	6	3	10	-6	6	-3	11	-4	0	21
O=C(O)c1ccc2c(c1)C(=O)N(CCc1ccccc1)C2=O	-37	-1	-27	10	-25	6	5	-12	11	12	0
CNc1nc(C)c(C(=O)c2ccc(Cl)cc2)s1	3	-23	16	-8	43	-12	-2	13	-4	-4	-18
Cc1ccc(S(=O)(=O)Oc2ccccc2/C=C2/SC(=O)NC2=O)cc1	11	0	17	18	-15	4	14	1	3	-6	12
CC(=O)c1ccc(C#CC(C)(C)O)s1	-15	10	8	-14	-2	-21	-8	-14	6	0	-6
COC(=O)CSC1=C(C#N)C(c2cccc(F)c2)CC(=O)N1 (stereo not drawn)	-24	10	-3	15	14	-5	-12	13	20	0	0
O=C(OC(C(=O)NCc1cccs1)c1ccc(F)cc1)c1ccco1 (stereo not drawn)	-9	-1	1	-1	-10	4	1	1	2	-5	9
C[C@H]1NC(=O)[C@]2(C)[C@@H](c3ccccc3)[C@H]3COc4ccccc4[C@@H]3N2C1=O	19	-15	-10	7	-9	-7	2	10	-13	4	3
O=C(COC(=O)c1ccc(Cl)nc1)NCc1ccc2c(c1)OCO2	-14	5	-9	-8	20	0	4	3	-11	11	4
O=C(C[n+]1cccc(CO)c1)Nc1nc2ccccc2s1	1	5	3	67*	3	0	-3	-5	-8	6	12
O=c1cc(-c2cccc(Br)c2)oc2cccc(O)c12	23	12	-49	-17	-21	-14	9	11	-57	8	-26
O=[N+]([O-])c1ccccc1/C=C/C=N/Nc1nc(N2CCCCC2)nc(N2CCCCC2)n1	-18	9	-6	4	2	-23	4	8	14	9	-3
COCCNC(=O)c1ccc(CS(=O)(=O)c2ccc(C)cc2)o1	0	-18	-2	-12	-10	14	-7	9	11	2	12
CC1(C(=O)NC2CCc3ccccc32)CCN1CCc1ccccc1 (stereo not drawn)	1	2	-8	10	-2	2	.	15	-1	7	-6
N#C/C(=C/c1ccc(F)cc1)c1nnc(NC(=O)c2ccccc2)s1	-18	-4	12	-1	19	-5	?	18	2	-11	14
COc1ccc(C(C#N)N2CCOCC2)cc1 (stereo not drawn)	12	-15	2	35	-8	-11	5	-8	-33	-1	5
Cc1cccc(S(=O)(=O)Nc2ccc(-n3c(C)nc4ccccc4c3=O)cc2)c1	3	7	-7	-4	12	-1	6	3	11	1	10
C/C(=N\NC(=O)Cc1ccc(Cl)cc1)c1ccc(F)cc1	-2	-5	8	-14	-4	8	7	10	-5	0	-2
O=C(Nc1cc([N+](=O)[O-])ccc1N1CCCC1)c1ccco1	11	-2	-10	16	1	-7	0	2	-33	2	4
COc1cccc(/C=N/NC(=S)Nc2cccc(C(=O)O)c2)c1O	-49	-113	1	-34	87*	-46	-1	-3	-1	-17	-36
CC1=C(C(=O)N(C)C)CC(CC(=O)NC2CC2)C(=O)N1Cc1ccc(C(C)(C)C)cc1 (stereo not drawn)	0	6	3	1	-10	9	-33	0	13	2	-2
Cc1ccc2nc(N3CCN(C(=O)c4cccs4)CC3)c(C#N)cc2c1	-2	4	4	-31	-4	-19	3	-5	-3	9	10
NC(=O)CC(NC(=O)c1ccccc1)c1ccc(NCC2CC2)c([N+](=O)[O-])c1 (stereo not drawn)	2	17	-12	-18	-7	6	7	3	-1	20	5
COc1cccc(NC(=O)Cn2nnc(C(=O)NCCc3ccccc3)c2N)c1	9	20	12	-8	-14	14	-5	10	1	15	12
CCCCn1c(=O)c(CCC(=O)OCC(=O)NC(=O)NCCC(C)C)nc2ccccc21	-13	10	-4	11	-3	-20	-1	2	15	-2	18

Other structures.
SMILES	NCOA2 inhibitor	NR5A2 inv ag	CF NFkB inh	TROY signal inh	TRAIL sens C8	SRC1 inh	LMP1 NFkB inh	COUP-TFII inh	TWEAK Fn14 block	KKLEB tox	NCOA3 inh
COc1cc2[nH]c(=S)nc(NCc3ccc(C)cc3)c2cc1OC	-4	-16	-20	-6	-17	-42	-1	7	4	8	-7
Cc1ccc(CNC(=O)CCSCc2ccc(C)cc2)cc1	-7	-12	0	-4	-3	4	-6	12	1	-6	12
Cn1c(N)c(C(=O)COC(=O)c2ccccc2C(=O)c2ccc(Cl)c([N+](=O)[O-])c2)c(=O)n(C)c1=O	.	8	65*	65*	92*	11	2	.	88*	-19	12
CS(=O)(=O)c1ccc(Nc2nc(C(N)c3ccccc3)cs2)cc1 (stereo not drawn)	-17	0	-7	-15	4	-8	.	-21	7	-3	2
Oc1ccc(C[C@H]2CNC(=S)N2C[C@H]2CCCN2C[C@H](Cc2ccccc2)N2C[C@H](Cc3ccc(O)cc3)N(CCc3ccccc3)C2=S)cc1	14	-25	42	33	2	-2	.	14	27	-6	14
C=CCN(c1ccccc1)S(=O)(=O)c1cccc(C(=O)Nc2nc3ccccc3[nH]2)c1	19	12	12	15	36	-2	-5	10	54*	0	17
CCOC(=O)C1C(=O)C=C(c2ccccc2)CC1c1ccccc1 (stereo not drawn)	6	18	18	8	1	2	-3	10	16	-9	-3
Cn1nc(C(C)(C)C)c([N+](=O)[O-])c1C(=O)Nc1cccc2ccccc12	18	-1	34	5	4	-2	-5	17	9	-7	-5
CCCCC(CC)C(=O)Nc1ccc(C)c(O)c1 (stereo not drawn)	-18	-2	5	-9	-2	-32	1	22	6	0	6
CCOC(=O)c1c(NC(=O)CSc2ncn[nH]2)sc(C(=O)NC)c1C	-3	-3	-16	-2	1	-7	-1	-23	12	21	14
NN=C1C(=O)c2cccc3cccc1c23	-18	5	-37	9	-15	-14	-5	-3	16	10	-9
CCC(NC(=O)C1CCCC1)c1ccccc1 (stereo not drawn)	-3	7	3	-16	-23	-18	8	-12	-9	1	10
CC(C)c1c(C(=O)N/N=C/c2ccc(Cl)cc2Cl)nnn1-c1nonc1N	4	-2	19	-9	16	-3	6	-1	11	-1	-22
O=C(COc1coc(CN2CCc3ccccc32)cc1=O)NCCc1ccccc1	8	-4	-34	12	-3	-20	5	-7	2	-1	-8
Cc1cc(C)nc(S/C=C/C(=O)c2ccccc2F)n1	-59	-19	76*	70*	22	-38	-43	-9	93*	8	-12
CC(C)(C)C1CCC2(CC1)NC(CO)(CO)CO2 (stereo not drawn)	-2	-11	1	8	-9	-36	-6	7	5	4	17
CC(C)[C@H](NC(=O)c1ccccc1)C(=O)OCC(=O)Nc1sccc1C(N)=O	-10	-8	8	-4	-1	4	2	7	-4	-15	-5
NS(=O)(=O)c1cnccc1Nc1cccc(F)c1	-2	-1	-5	-9	-23	-3	6	-15	3	1	19
CN(C)c1nc(Oc2ccc(/C=N/O)cc2)nc(N(C)C)n1	-12	-14	10	14	-10	-21	3	6	-8	-4	13
CC1=C(C(=O)Nc2ccc(CC(=O)NCc3ccccc3C)cc2)SCCO1	-25	-30	11	-11	39	-41	-16	-36	-15	-25	-10
CCOC(=O)C1=C(COC(=O)CCNS(=O)(=O)c2ccc(NC(C)=O)cc2)NC(=O)NC1C (stereo not drawn)	-7	10	8	18	-6	-12	3	-10	-3	-2	-22
CC(=O)c1ccc(NC(=O)CCCC(=O)c2ccccc2)cc1	-12	0	-2	-36	-13	3	0	4	-7	-1	13
CCOC(=O)c1ccc(NC(=S)N2CCC(C(N)=O)CC2)cc1	6	2	18	-1	-6	0	-1	12	0	3	13
CC1CCCCC1NC(=O)C1CCC(CNS(=O)(=O)c2ccccc2)CC1 (stereo not drawn)	-25	7	-4	13	0	-6	5	-15	-4	7	0
Cc1csc(=O)n1CCC(=O)OCC(=O)NCc1ccccc1	-5	6	-8	12	-15	13	-3	-5	0	5	-1

Next section
SMILES	NCOA2 inhibitor	NR5A2 inv ag	CF NFkB inh	TROY signal inh	TRAIL sens C8	SRC1 inh	LMP1 NFkB inh	COUP-TFII inh	TWEAK Fn14 block	KKLEB tox	NCOA3 inh
Cc1nnc(NC(=O)c2ccc3c(c2)NC(=O)CS3)s1	-2	15	-12	-14	-3	-12	1	-2	-16	12	4
COc1ccc(-c2cc(C(=O)N3CCN(Cc4ccc5c(c4)OCO5)CC3)on2)cc1OC	3	3	-26	3	-3	0	60*	-2	0	5	-17
Cc1nc2c(s1)sc1ccccc12	-19	-6	-11	-19	-3	-7	-7	1	-9	2	-2
O=[N+]([O-])c1sccc1CS(=O)(=O)c1ccccc1	-27	0	5	3	12	-9	-3	12	-2	-27	15
CCCCOc1ccc(C2CCC(C(C)=O)C(C)C2)cc1 (stereo not drawn)	-27	-8	-5	43	11	-25	-16	-32	41	-1	-10
CCOc1ccc(-c2cc(C(=O)OC)[nH]n2)cc1	-45	-103	-5	-49	15	-81	-25	-28	1	5	-85
Cc1csc(NC(=O)CSc2nsc(SCC(=O)Nc3nc(C)cs3)c2C#N)n1	-24	-68	13	57*	31	-55	-8	-47	47	-5	-77
COC(=O)c1c(-c2ccccc2)csc1NC(=O)C1CC=CCC1C(=O)O (stereo not drawn)	-1	-5	-1	-1	-1	-8	-5	5	0	3	12
O=C(NCCCOc1cccc(CN2CCCCC2)c1)c1ccc(Cl)c(Cl)c1	-4	-10	4	-1	1	-17	-3	-19	-1	-4	23
CCNc1ccc(S(=O)(=O)N2CCCCC2)cn1	8	9	3	-8	-15	-10	-4	2	5	-1	-5
OCC1(CCOc2ccccc2)CCN(Cc2cn[nH]c2-c2ccccc2)CC1	-19	-11	-3	18	0	8	0	-14	27	5	9
CCOC(=O)c1cc2c(C)n(-c3ccc(N(C)C)cc3)c(C)c2cc(C(=O)OCC)c1=O	-16	-18	1	-8	5	-20	4	8	4	2	-3
COc1cc(CNC(C)c2ccccc2)cc(Cl)c1OCC(=O)Nc1ccccc1 (stereo not drawn)	18	6	3	7	-3	19	-5	2	11	-16	10
Cc1ccc(NC(=O)CSc2nnc(-c3ccccn3)n2C)cc1	-24	-2	-7	0	4	-40	5	-1	12	3	8
CCOCCCNC(=O)c1ccc(CS(=O)(=O)Cc2cccc(C)c2)o1	6	6	8	1	-11	2	-14	4	-8	2	5
O=C1CNC(=O)/C1=C/c1ccccc1	-2	4	2	-26	1	2	7	0	2	-5	8
COCCCNC(=O)c1ccc(C2SCC(=O)N2Cc2ccco2)cc1 (stereo not drawn)	-22	-13	-7	8	-18	-4	-7	1	-8	-7	11
CCc1nnc(NC(=O)c2ccc(COc3ccc(C)cc3)o2)s1	-26	12	4	-32	6	-31	-6	0	2	-2	9
CC12CCC(C(=O)Nc3ncc([N+](=O)[O-])s3)(OC1=O)C2(C)C (stereo not drawn)	.	-2	24	7	5	7	7	.	0	4	2

LMP1 NFkB inh: hit marks shown above
| compound | NCOA2 inhibitor | NR5A2 inv ag | CF NFkB inh | SRC1 inh | LMP1 NFkB inh | COUP-TFII inh | TWEAK Fn14 block | NCOA3 inh |
| --- | --- | --- | --- | --- | --- | --- | --- | --- |
| COc1ccc(-c2cc(C(=O)N3CCN(Cc4ccc5c(c4)OCO5)CC3)on2)cc1OC | 3 | 3 | -26 | 0 | 60* | -2 | 0 | -17 |
